# Screening data from PubChem.
# mABHD4 FP: ABHD4 inhibitors, primary screen, biochemical, fluorescence polarization, mouse; (Lyso)-N-acylphosphatidylethanolamine lipase (Mus musculus), Q8VD66; purified mABHD4, FP-Rh probe fluorescence polarization; inhibition, % at 8.92 µM; actives 0.54% (n = 370,000);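 active = inhibition exceeding the mean over every tested compound plus 3 SD, cut at about 30% in these data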;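 note: 0% = plate median of compound wells and 100% = S159A mutant with DMSO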
#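 assay system = mABHD4 protein | compound dosing = single nominal dose of 8.92 µM, 0.89% DMSO final | read-out basis = percent inhibition of probe binding, normalized to plate controls | schedule = Enzyme–compound pre-incubation 45 min, then probe 60 min, both 25 °C | detection = fluorescence polarization, excitation 525 nm, emission 598 nm, BODIPY TMR filters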
# UHRF1 binding: UHRF1 methylated DNA binding inhibitors, primary screen, counter-screen for MBD2 inhibitor project, biochemical, TR-FRET, human UHRF1, single concentration; UHRF1 binding to methylated oligo; inhibition, % at 4.4 µM; actives 0.75% (n = 370,000); AID 687016, 2013; in the data active = inhibition above about 21%;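 note: UHRF1 SRA domain binding a hemimethylated CpG hairpin DNA probe; 0% = median of test compound wells and 100% = reference inhibitor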
# TCR CD3 inh: inhibitors of human TCR-CD3 interaction, primary screen, biochemical, fluorescence, TAMRA-labeled TCR probe | AID 651800, 2012 | inhibition, % at 9.4 µM | actives 0.37% (n = 360,000) | T-cell receptor (TCR); in the data active = inhibition above about 19%;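 note: recombinant mutant TCR 2C K166C tagged with TAMRA read by polarization; 0% = receptor in buffer alone and 100% = receptor with positive control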
# TDP2 inh: human TDP2 enzyme inhibitors, primary screen, biochemical, epi absorbance, recombinant enzyme; Tyrosyl-DNA phosphodiesterase 2 (Homo sapiens), O95551; T5PNP hydrolysis, p-nitrophenol absorbance 415 nm; inhibition, % at 12.8 µM; actives 0.34% (n = 370,000);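 active = inhibition above the mean of all tested compounds plus 3 SD, set per campaign, cut at about 25% in these data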;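 note: 0% = DMSO with enzyme and 100% = buffer with substrate but no TDP2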
#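 Test system: human TDP2 enzyme; Input: 120 nM TDP2 per well; Buffer or medium: Mg2+-containing Tris-HCl buffer, pH 7.5; Reagent: 5 mM T5PNP; Dosing: 12.8 µM single point, 1% DMSO; Incubation: reaction 2 h, 37 °C; Detection: p-Nitrophenol epi absorbance; Read-out: % inhibition relative to enzyme-containing and enzyme-free wells; Replicates: single well per compound.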
# Tn7 DDE FP: inhibitors of Tn7 peptide binding to fibrin DD(E), primary screen, biochemical, fluorescence polarization, human fibrin, Tn7 probe. FP displacement of FITC-Tn7 peptide from fibrin DD(E); 0% = median of compound wells per plate. inhibition, % at 8.3 µM. actives 0.13% (n = 370,000);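 active = inhibition above the mean of compounds falling within the control limits plus 3 SD of them, cut at about 14% in these data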;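 note: 0% = plate median of compound wells and 100% = 10 µM Aha-Tn7 peptide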
#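 Assay system: human fibrin DD(E). Input: DD(E) 2 µM final. Medium: Tris buffer with calcium and detergent, pH 7.8. Compound dosing: single point at 8.3 µM. Timing: 10 min plus 3 h, room temperature. Technique: fluorescence polarization of the labelled Tn7 tracer. Read-out: percent inhibition. Replicates: singlicate testing.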
# HTRA1 inhibitor: HTRA1 serine protease inhibitors, primary screen, biochemical, fluorescence polarization, HTS; Q92743; recombinant HTRA1, FP-rhodamine activity-based probe; inhibition, % at 5.96 µM; actives 0.5% (n = 340,000); AID 504803, 2011; in the data active = inhibition above about 36%;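 note: 0% = enzyme with DMSO and 100% = wells lacking enzyme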
# Target sequence (Q92743 whole entry, looked up): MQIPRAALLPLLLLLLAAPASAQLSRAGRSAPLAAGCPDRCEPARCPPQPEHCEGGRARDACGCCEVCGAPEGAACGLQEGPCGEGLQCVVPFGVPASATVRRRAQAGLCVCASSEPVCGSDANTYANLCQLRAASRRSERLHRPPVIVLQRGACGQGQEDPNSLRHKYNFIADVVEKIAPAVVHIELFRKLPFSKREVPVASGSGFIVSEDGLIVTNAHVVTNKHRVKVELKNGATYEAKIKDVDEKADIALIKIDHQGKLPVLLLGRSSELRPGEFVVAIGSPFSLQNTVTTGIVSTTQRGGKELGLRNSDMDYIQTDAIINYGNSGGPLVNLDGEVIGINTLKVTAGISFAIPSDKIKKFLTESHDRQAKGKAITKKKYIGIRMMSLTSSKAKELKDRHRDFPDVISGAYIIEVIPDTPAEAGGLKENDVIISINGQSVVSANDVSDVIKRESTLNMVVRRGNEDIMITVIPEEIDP
# SIAE inh: human SIAE inhibitors, primary screen, biochemical, fluorescence polarization, FP-Rh probe, 1536-well HTS; actives 0.69% (n = 370,000); inhibition, % at 9.66 µM; SIAE FP-Rh probe binding; AID 1053197, 2014; Sialate O-acetylesterase (Homo sapiens), Q9HAT2;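 active = inhibition above a cutoff: mean of compounds within the control limits plus 3 SD of those, cut at about 17% in these data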;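 note: 0% = plate median of compound wells and 100% = probe without SIAE protein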
# PRMT1 inh: PRMT1 methyltransferase inhibitors, primary screen, biochemical, fluorescence polarization. recombinant PRMT1, activity-based probe fluorescence polarization. Protein arginine N-methyltransferase 1 (Homo sapiens), Q99873. inhibition, % at 2.79 µM. AID 652257, 2013. actives 1.3% (n = 370,000);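 active = inhibition above about 21% made by adding two undisclosed values, limit read from the data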
# Target sequence (Q99873 whole entry, looked up): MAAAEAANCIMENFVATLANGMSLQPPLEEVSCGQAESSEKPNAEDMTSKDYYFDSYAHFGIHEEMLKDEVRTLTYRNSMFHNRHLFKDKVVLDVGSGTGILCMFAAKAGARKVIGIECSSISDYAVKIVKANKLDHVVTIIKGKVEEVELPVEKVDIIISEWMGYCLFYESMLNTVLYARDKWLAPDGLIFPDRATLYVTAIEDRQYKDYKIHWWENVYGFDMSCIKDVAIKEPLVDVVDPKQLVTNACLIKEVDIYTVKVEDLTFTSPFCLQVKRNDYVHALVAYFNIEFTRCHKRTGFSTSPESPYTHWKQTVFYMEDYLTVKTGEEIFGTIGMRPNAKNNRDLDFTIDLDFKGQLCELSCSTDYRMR
# PG9 Ab binder: binders of HIV-1 gp120 antibody PG9, primary screen, biochemical, TR-FRET | actives 0.43% (n = 360,000) | AID 624416, 2012 | inhibition, % at 6.7 µM | TR-FRET gp120-PG9 antibody binding | HIV-1 gp120 / PG9 antibody interaction; in the data active = inhibition above about 8.5%
# LEDGF integ inh: blockers of LEDGF/p75-dependent integrase strand transfer – biochemical, TR-FRET, high throughput, primary screen | AID 743269, 2014 | inhibition, % at 3.7 µM | TR-FRET IN-LEDGF/p75 DNA integration, Eu/Cy5 | actives 0.64% (n = 370,000) | HIV-1 integrase (with human LEDGF/p75);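 active = inhibition above the screen-wide mean plus 3 SD, cut at about 13% in these data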;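 note: signal is the Cy5 over europium emission ratio at 671 and 618 nm; 0% = plate median of compound wells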
# An asterisk follows results filed as active; . = no result given; & = joins results of further samples.
SMILES,mABHD4 FP,UHRF1 binding,TCR CD3 inh,TDP2 inh,Tn7 DDE FP,HTRA1 inhibitor,SIAE inh,PRMT1 inh,PG9 Ab binder,LEDGF integ inh
O=C(O)c1cccc(C(=O)Cc2ccccc2)c1,-2,1,5,-2,-2,3,4,-3,0.2,2
O=C(NCc1ccccn1)C(=O)Nc1cc2c3c(c1)CC(=O)N3CCC2,2,0,-1,7,6,-2,1,2,-0.5,-1
CC1CCCN(C(=S)Nc2ccc(F)cc2)C1 (centres undefined),-1,0,1,2,1,-1,1,2,-1.9,0
CCOC(=O)C1C(c2ccccc2O)NC(=O)NC1(O)C(F)(F)F (centres undefined),4,-1,-7,-2,1,0,6,5,0.2,0
CCN1C(=O)[C@H]2[C@@H](c3ccc(-c4ccc(C(C)=O)cc4)cc3)N[C@@](Cc3ccccc3)(C(=O)OC)[C@H]2C1=O,3,3,-2,4,-5,-28,5,-2,4.6,-1
O=C(CSc1ccc([N+](=O)[O-])cn1)Nc1ccc(N2CCOCC2)cc1,2,-3,9,4,-1,0,1,-1,-1.8,-1
COc1cc(F)ccc1-c1csc(C(C)(O)c2ccccc2)n1 (centres undefined),-35,0,1,-17,0,.,-3,-5,-3.5,1
O=C(NCCOc1ccccc1)c1cc(S(=O)(=O)N2CCOCC2)ccc1F,3,-1,6,10,0,-1,-4,0,-1.2,0
COc1cc(-c2noc(C3CCCN(S(=O)(=O)c4cccc(Cl)c4)C3)n2)cc(OC)c1OC (centres undefined),-12,-1,-2,-2,0,-20,-6,1,3.0,2
CCN=C1S/C(=C\c2cn(CC(=O)NCc3ccco3)c3ccccc23)C(=O)N1CC,7,0,-4,6,0,-9,-6,1,-0.3,-4
Cc1ccc2c(c1)N1C(=O)c3ccccc3C1C1=C(CC(C)(C)CC1=O)N2 (centres undefined),30*,2,-5,2,4,-3,0,3,0.8,1
Cc1cc(C)c(C#N)c(SCC(=O)NC2CC2)n1,0,-1,-1,4,2,0,2,0,-0.5,0
CC1C/C(=N/Nc2ccc([N+](=O)[O-])cc2[N+](=O)[O-])CC(C)(C)C1 (centres undefined),1,0,5,-7,4,0,4,-3,-1.6,-1
COc1ccc(NC(=O)Cn2nnc(-c3ccccc3NC(=O)C3CC3)n2)cc1,-8,0,-3,-7,1,-9,6,3,-0.1,-1
Cc1cccc(NC(=O)Cn2cnc3c(oc4ccccc43)c2=O)c1C,2,-1,5,-6,-4,2,-9,-2,1.3,3
COc1ccc(S(=O)(=O)Nc2ccc3c(c2)C(=O)N([C@H](C)CO)C[C@H](C)[C@@H](CN(C)C(=O)Nc2ccc4c(c2)OCO4)O3)cc1,7,-4,4,5,-1,-5,10,1,-1.5,-2
CC(C)c1onc(C(=O)Nc2cccc(O)c2)c1[N+](=O)[O-],1,1,5,3,0,-4,-6,1,0.2,-1
O=C(Nc1nc(-c2ccco2)c(-c2ccco2)s1)c1c(F)cccc1Cl,5,15,7,4,6,26,-7,54*,-5.7,48*
CCc1ccc(/C=C2\SC(=S)N(CCCC(=O)Nc3ccc(C(=O)O)cc3)C2=O)cc1,-11,-3,0,16,1,-1,-12,-6,-1.2,5
Nc1nnnn1/N=C/c1ccccc1Cl,5,-4,3,-5,-4,1,4,5,-1.1,1
CCOC(=O)C1=CC[C@@H](c2ccccc2)N(S(=O)(=O)c2ccc(C)cc2)[C@H]1/C=C/c1ccccc1,-3,-2,-1,8,-5,.,2,2,0.1,-1
CCc1cc(CNC(=O)CC2C(=O)NCCN2Cc2cccc(OC)c2)on1 (centres undefined),1,2,11,2,3,-10,4,-1,-1.4,0
Cc1ccccc1Cn1c(C)c(C(=O)NCc2ccc(Cl)c(Cl)c2)sc1=O,-2,-3,8,10,-10,.,-22,-3,-0.3,3
C/C(=C\C(=O)c1ccc(Br)cc1)NCc1ccc(C)cc1,-3,2,1,1,3,-28,-3,-4,0.2,0
COCc1c(C(=O)N2CCN(Cc3nc4ccccc4s3)CC2)oc2ccccc12,6,0,5,-6,3,-12,9,8,-0.4,-3
CC1=C(C(=O)OCC(C)C)C23C(=O)c4ccccc4C2(O1)OC(N)=C3C#N (centres undefined),2,1,3,4,6,4,0,0,0.2,1
Cc1ccnc(NC(=O)CCCOc2ccccc2)c1,1,7,-6,-7,1,8,-13,1,2.5,8
Cc1cc2c(=O)n(C)c(SCC(=O)Nc3cccc(F)c3)nc2s1,-3,1,-1,4,6,-3,0,1,-0.9,-6
CC(=O)n1nc(-c2ccccc2)cc1-c1ccccc1,-6,-2,-5,6,0,11,-1,-1,1.4,2
CC(=O)NC12CC3CC(C1)CC(C(=O)OCC(=O)Nc1ncc(Cl)c(C)c1Cl)(C3)C2,7,-3,6,7,-7,8,0,7,-2.0,-1
CCOc1cc(C(=O)Oc2cc(C)[nH]c(=O)c2[N+](=O)[O-])cc(OCC)c1OCC,-7,2,-5,-11,0,-2,-5,-2,-2.4,6
COc1ccc(OCC(=O)Nc2ccc(S(=O)(=O)N3CCCCC3)cc2)cc1,-4,-2,-1,14,1,-2,-4,-1,0.5,3
CC1CCC(=NNS(=O)(=O)c2ccc([N+](=O)[O-])cc2)CC1 (centres undefined),8,2,-2,-6,7,-5,9,5,-0.5,-5
CC(C)C(=O)Nc1nnc(S(=O)(=O)N2CCCCCC2)s1,2,-5,1,2,7,1,4,-3,-0.2,0
O=C(O)c1cnn2cc(-c3[nH]ncc3[N+](=O)[O-])cnc12,0,12,4,-4,2,8,-1,4,-0.8,-3
COC(=O)C1C(O)CCC2CN3CCc4c([nH]c5ccccc45)C3CC21 (centres undefined),10,-1,10,-1,-1,8,4,6,-1.3,0
CCCN(CCC)S(=O)(=O)c1cccc(-c2csc(C)n2)c1,10,0,2,-2,-6,-11,2,2,2.9,-1
CCCN1C(=O)CC(Sc2ncccc2C(=O)O)C1=O (centres undefined),3,0,1,5,4,3,1,0,-1.9,0
Nc1nonc1-n1nnc(C(=O)N/N=C/c2ccco2)c1-c1ccccc1,1,1,-4,-14,4,0,12,-2,-1.5,3
N#Cc1cc(-c2ccccc2)oc1/N=C/c1ccccc1O,4,-6,7,-3,-2,7,8,-1,-5.1,0
O=c1[nH]c2cc(C(F)(F)F)ccc2n1-c1cc(C(F)(F)F)ccc1O,-26,-2,1,11,-7,-12,-11,-3,1.2,3
O=S1(=O)CCOC[C@H](Cc2ccccc2)N1Cc1ccc(Cl)cc1,1,-4,4,-12,7,-14,-3,-1,-0.5,-1
CN(/N=C/c1cc([N+](=O)[O-])ccc1O)c1ccccc1,7,1,0,2,0,2,5,-1,-1.1,-4
CC(=O)c1cccc(NC(=O)CN2C(=O)NC(C)(c3ccc4c(c3)OCCCO4)C2=O)c1 (centres undefined),1,1,-7,12,6,-2,-2,0,0.5,-5
CC(=O)c1ccc(N2CCN(c3ncc(C(F)(F)F)cc3Cl)CC2)cc1,-6,5,0,2,-1,-7,1,1,0.9,4
CCCCn1c(-c2ccc([N+](=O)[O-])cc2)n[nH]c1=S,-1,-2,6,-1,0,6,-5,-3,0.7,-1
CCC(C)c1ccc(OCc2ccc(C(=O)O)o2)cc1 (centres undefined),2,-2,10,24,1,1,5,3,0.1,0
O=C1CNC(=S)N1CCc1ccc(Cl)cc1,-2,3,-5,8,6,5,-1,4,1.1,-3
CN(C(=O)c1cccc(NC(=O)Cc2ccc(NC(=O)C3CCN(C(=O)C4CCC4)CC3)cc2)c1)C1CCC1,-3,0,6,-13,-2,-5,4,-7,0.2,3
CC(=O)N1CCN(c2ncnc3ccccc23)CC1,1,1,-1,-12,-8,0,7,-7,-0.7,2
COc1cccc(OC)c1OCCNCC1CSc2ccccc2O1 (centres undefined),15,0,8,5,-4,2,9,2,2.2,-1
CC(C)(C)OC(=O)NCCCC(CCCNC(=O)OC(C)(C)C)C(=O)O,1,-2,0,7,1,11,10,-3,1.5,0
CN(C)S(=O)(=O)c1cc(NC(=O)COC(=O)CCSc2ccc(Cl)cc2)ccc1Cl,-4,-2,-8,-6,-3,-41,-49,-1,-2.6,5
O=c1[nH]c(-c2ccc(F)cc2)nc2c1sc(=S)n2-c1ccccc1,-4,-2,5,2,-1,0,4,-2,-1.1,1
CCc1ccc(OCC(=O)N/N=C(\C)c2ccc(OC(F)F)cc2)cc1,-7,-2,5,-4,-3,-1,1,1,-2.1,2
Cn1c(=O)n(CC(=O)O)c(=O)c2c1nc1n2CCS1,4&-2,1&2,7&-3,-3&8,0&4,6&6,-2&-1,-1&0,-1.1&-3.4,0&1
COc1ccc(CC(NC(C)=O)C(=O)N2CCN(C(=O)Nc3cccc(F)c3)CC2)cc1OC (centres undefined),7,-1,2,1,0,2,-11,0,-0.7,1
COc1ccc(CCNC(=O)/C(C#N)=C2\N=C(NC(=O)c3ccco3)c3ccccc32)cc1,1,-3,1,-10,-1,.,-1,1,-11,-2

# Part of the list above, field by field.
CC(=O)N1CCN(c2ncnc3ccccc23)CC1
  mABHD4 FP: 1
  UHRF1 binding: 1
  TCR CD3 inh: -1
  TDP2 inh: -12
  Tn7 DDE FP: -8
  HTRA1 inhibitor: 0
  SIAE inh: 7
  PRMT1 inh: -7
  PG9 Ab binder: -0.7
  LEDGF integ inh: 2
COc1cccc(OC)c1OCCNCC1CSc2ccccc2O1 (centres undefined)
  mABHD4 FP: 15
  UHRF1 binding: 0
  TCR CD3 inh: 8
  TDP2 inh: 5
  Tn7 DDE FP: -4
  HTRA1 inhibitor: 2
  SIAE inh: 9
  PRMT1 inh: 2
  PG9 Ab binder: 2.2
  LEDGF integ inh: -1
